# Assay outcomes deposited in PubChem by National Center for Advancing Translational Sciences (NCATS).
# Lipid storage S3 – qHTS Assay for Lipid Storage Modulators in Drosophila S3 Cells. Drosophila S3 cells, BODIPY lipid droplet fluorescence, 18-24 h; cells fed with added oleic acid. 0.64% of 320,000 active. Potency in µM for hits, for the others lipid storage change, negative = inhibition, % at the top dose, mostly 46.1 µM; active means well fitted inhibition curve with a large enough effect in the signal ratio, with a control signal flat, not every such curve was filed as active; inconclusive means small, poorly fitted or top-dose-only effect, or effect the other way, or a change in a side signal; the % refers to the signal ratio
#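 Drosophila S3 cells loaded with oleic acid (400 uM, as added) and compounds at several concentrations; lipid droplets imaged by 488-nm laser-scanning cytometry, 500–530 nm intensity and object ratio to cell channel. Percent activity normalized to 20 uM Triacsin C.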
# Lipid storage S3 cell count max – also measured in Lipid storage S3; calls as there; cell number change, %; measured here: cell count max response;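 cells counted by Cell Tracker Red CMTPX staining in the red channel; peak over a dose series mostly up to 46.1 µM; percent activity relative to internal control wells on each plate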
# The depositor's hits bear a star; i = inactive; u = inconclusive; x = no result given; [ ] = another dose, or the depositor's remark. On the % scale 0 is the no-effect control and ±100 the full control effect; potency means the concentration at half of the fitted maximal effect. A portion of the library; the hit share may differ from the screen's.
SMILES,Lipid storage S3,Lipid storage S3 cell count max
COc1cc(NC(=O)c2sc3ncn(CC(=O)N4CCC(C)CC4)c(=O)c3c2C)cc(OC)c1OC,i,1.6
CCCCCc1c(C)nc(N2CCc3ccccc3C2)[nH]c1=O,u,x
COc1ccc(OC)c(-n2nnnc2SCC(=O)Nc2nc(C)c(C)s2)c1,u,x
Cc1ccc2nc(N/C(=N/S(=O)(=O)c3ccc(F)cc3F)c3ccccc3)sc2c1,3.6%,-0.9
O=C(Nc1cnn(Cc2ccc(Cl)cc2)c1)c1ccc([N+](=O)[O-])cc1,u,x
Cc1ccc(-c2nc3cc(NC(=O)C(C)C)ccc3o2)cc1,i,x
COc1ccc(S(=O)(=O)N2CCOCC2)c2ccccc12,u,x
O=c1cc(COc2ncnc3c(Cl)cc(Cl)cc23)nc2sccn12,12.0%,23.8
O=C(NCCc1nnc2ccc(SCC(=O)N3CCCC3)nn12)c1ccccc1,u,x
COc1ccc(C(=O)NNS(=O)(=O)c2ccccc2)cc1OC,u,x
O=C(Nc1ccccc1Cl)C1CC(=O)n2c(nc3ccccc32)N1 (configuration not stated),i[9.22 µM],x
O=C(NCCc1cccs1)C1CC(c2c(Cl)cccc2Cl)=NO1 (configuration not stated),-2.3%,19.1
COCC(=O)NNC(=O)c1ccc(OC)cc1,24.8%,20.5
CN1CCN(c2ccc([N+](=O)[O-])cc2NC(=O)c2ccccc2Cl)CC1,2.6%,-8.3
COc1nc(OC)nc(N2CCC(C(=O)NCc3ccco3)CC2)n1,u,x
COC(=O)c1cc(OC)c(OC)cc1NC(=S)N1CCCC1,19.2%,-11.8
O=C(/C=C/c1ccc([N+](=O)[O-])cc1)OCc1cnc(-c2ccccc2)o1,u,x
CC1COc2ccccc2N1C(=O)c1ccc(F)cc1 (configuration not stated),11.3%,2.4
Nc1cc(=O)[nH]c(SCC(=O)Nc2cc([N+](=O)[O-])ccc2Cl)n1,u,x
O=C1CCCc2ccccc2N1,5.2%,15.4
O=C(COC(=O)CCSc1ccccc1)NCc1ccccc1Cl,6.3%,-1.1
COc1cccc(-c2c(C(=O)N/N=C/c3ccc(C)s3)nnn2-c2nonc2N)c1,u,x
COc1cc(C=C2C(=O)OC(c3ccccc3)OC2=O)cc(Br)c1O (configuration not stated),3.7%,x
Cc1cccc(C=Nc2ccc3c(c2)oc2ccccc23)c1O,-3.2%,15.1
CC(C)COC(=O)C(C#N)c1nc2ccccc2nc1N1CCN(Cc2ccccc2)CC1 (configuration not stated),i,x
CCN(CC)C(=O)Nc1ccc(C(=O)OC)cc1,i,23.9
CCOc1ccccc1NC(=S)N(CCC(C)C)C1CCN(C(C)=O)CC1,-7.3%,15.5
O=S(=O)(Nc1ccc(Cl)cn1)c1cccc(S(=O)(=O)c2ccccc2)c1,-0.2%,-6.1
O=C(NC1CCCCC1)C(c1ccco1)N(C(=O)c1csnn1)C1CCCC1 (configuration not stated),-20.2%,19.6
Cc1cccc(Nc2nc(-c3sc(C)nc3C)cs2)c1,u,x

# Whole records, looked up by structure. Order of screens: Lipid storage S3 | Lipid storage S3 cell count max
# O=C(COC(=O)CCSc1ccccc1)NCc1ccccc1Cl is listed as 6.3% | -1.1
# O=S(=O)(Nc1ccc(Cl)cn1)c1cccc(S(=O)(=O)c2ccccc2)c1 is listed as -0.2% | -6.1

# (further entries)
SMILES,Lipid storage S3,Lipid storage S3 cell count max
CC(=O)c1cnc2c(C(=O)O)cnn2c1C,u,x
S=c1nc2ccccc2c2nc(-c3ccccc3Cl)[nH]n12,11.6%,10.7
Cc1c(O)c(C)c2c(c1O)C(=O)C[C@@H](c1ccccc1)O2,u,x
CC(=O)NC1=NN(C(C)=O)C(c2ccc(F)cc2)S1 (configuration not stated),8.9%,6.7
O=C(CN1CCOCC1)NCCC12CC3CC(CC(C3)C1)C2,u,x
COc1ccc(N2CCN(C(=O)CN(Cc3ccccc3)S(C)(=O)=O)CC2)cc1,u,x
COc1ccccc1OCC(=O)Nc1c2c(nn1-c1ccc(F)cc1)CS(=O)(=O)C2,u,x
CCOC(=O)/C(C#N)=C/N=c1ccc(C)cn1C,6.7%,4.5
CC(=O)c1cccc(NCC(=O)Nc2cc(S(=O)(=O)N3CCCCC3)ccc2C)c1,13.7%,-26.0
O=C(NC1CCCCC1)N1CCN(CCc2ccccc2)CC1,u,x
COc1ccccc1OC(=O)c1cc2ccccc2oc1=O,-9.5%,25.9
N#CCCN1CCN(C(=S)c2ccc(-c3ccc(Cl)c(Cl)c3)o2)CC1,u,x
Cn1c(/N=C/c2c[nH]c3ccccc23)nc2ccccc21,3.3%,-13.5
O=c1cc(N2CCN(c3ccccc3Cl)CC2)[nH]c(=O)n1Cc1ccc(F)cc1,-3.7%,-11.8
O=C(CN1C(=O)C2C3C=CC(C3)C2C1=O)OCC(=O)c1ccc(Cl)cc1 (configuration not stated),u,x
COc1ccc(C2C(C#N)=C(N)Oc3cc4c(cc32)OCO4)cc1 (configuration not stated),u,x
Cc1nccn1CCCNC(=O)C1CCC(=O)N(Cc2ccccc2F)C1 (configuration not stated),i,-12.4
CSc1ccccc1C(=O)N1CCN(c2cccc(Cl)c2)CC1,u,x
CCC(C)C(NC(=O)C1CCC(C)CC1)C(=O)Nc1ccc(OC)cc1OC (configuration not stated),-3.1%,4.5
C/C(CCc1ccc2c(c1)OCO2)=N\NC(=S)NC(C)C,u,x
CCOc1nc(C)cc(C)c1S(=O)(=O)c1cccc(Cl)c1,u,x
CC(C)(Oc1ccc(Cl)cc1)C(=O)OCC(=O)Nc1ncc(Cl)cc1Cl,-2.9%,0.0
CN1C(=O)N(C)C(c2ccccc2Cl)C2=C1CC(C)(C)CC2=O (configuration not stated),u,x
COc1ccc(C)cc1S(=O)(=O)N1CCc2ccccc2C1,i,3.5
CCc1noc(C)c1C(=O)NC1CCCc2c1cnn2-c1ccc(C(C)(C)C)cc1 (configuration not stated),i,-27.7
COc1ccc(CC(=O)Nc2c3c(nn2C(C)(C)C)CS(=O)C3)cc1 (configuration not stated),u,x
CCCCn1c(N)c(N(CCOC)C(=O)C2CCN(C(=O)c3ccc(Cl)cc3)CC2)c(=O)[nH]c1=O,u,x
O=C(O)CCC(=O)Nc1cccc2cccnc12,4.3%,x
Cc1cc(SCC(=O)N2CCCC2=O)nc2c(C)cccc12,u,x
CCOC(=O)c1cc(C)nc(Sc2ccc(C)cc2)c1C#N,6.6%,3.7
O=C(Nc1ccn(Cc2c(F)c(F)c(F)c(F)c2F)n1)c1ccc(COc2ccccc2Cl)cc1,u,x
Cc1cccc(C)c1OCC(=O)Nc1ccccc1C(F)(F)F,u,x
O=C(/C=C/c1ccc(Cl)cc1)NCc1ccncc1,u,x
CC(C)(C)n1nnnc1C(c1cccnc1)N(Cc1ccccc1)Cc1ccco1 (configuration not stated),u,x
Cc1ccc(NC(=O)CCn2cnc3ccccc3c2=O)cc1,-17.3%,-1.2
COc1ccc(NC(=O)CN(C)S(=O)(=O)c2ccc3c(c2)CC(C)N3C(C)=O)c(OC)c1 (configuration not stated),-15.8%,10.7
Cc1ccc2oc(=O)n(CCCOc3ccccc3C)c2c1,-2.9%,3.4
Cc1cc(C(F)F)n2ncc(C(=O)N3CCCCC3)c2n1,2.4%,-0.5
COc1cc(OC)cc(C(=O)Nc2ccc(S(=O)(=O)N(C)C)cc2)c1,u,x
CC1CN(S(=O)(=O)c2ccc(C(=O)NCCCn3ccnc3)cc2)CC(C)O1 (configuration not stated),-2.0%,4.3
O=C(NCc1cccc(C(F)(F)F)c1)c1ccc(=O)[nH]c1,u,x
Cc1ccc(F)c(NC(=O)c2c(-c3ccccc3)noc2C)c1,i,-7.9
Cc1c(NC(=O)C(C)OC(=O)c2cc(Cl)nc(Cl)c2)c(=O)n(-c2ccccc2)n1C (configuration not stated),u,x
COc1ccccc1N1CCN(c2ccnc3cc(Cl)ccc23)CC1,u,x
O=C(Nc1ccc(N2CCN(c3ccccc3)CC2)c(F)c1)C1CC1,u,x
OCCC1CN(Cc2cccn2-c2ccccn2)CCN1Cc1ccccc1 (configuration not stated),-1.5%,0.4
Cc1ccc2oc(C(=O)Nc3cc(C)on3)c(C)c2c1,u,x
Cc1cc(C)c(C)c(S(=O)(=O)Nc2ccccc2C(=O)O)c1C,u,x
O=C(CSc1nnc(COc2ccc(Br)cc2)o1)N1CCOCC1,5.3%,-0.8
CC(Oc1ccccc1)C(=O)N=C1SC2CS(=O)(=O)CC2N1Cc1ccccc1 (configuration not stated),i,-12.5

# New compounds follow:
SMILES,Lipid storage S3,Lipid storage S3 cell count max
CCC(C)n1c(SCC(=O)Nc2cc(C)on2)nc2ccccc2c1=O (configuration not stated),-19.2%,-22.3
COc1ccc(-n2ncc(C(C)NS(=O)(=O)c3ccc(C)s3)c2C)cc1 (configuration not stated),u,x
COc1ccccc1/C=C/C(=O)OCC(=O)Nc1ccc2c(c1)OCCO2,-4.6%,10.1
COc1cccc(-c2ccc(NC(=O)C3CCCN(Cc4cnc(N(C)C)s4)C3)cc2)c1 (configuration not stated),u,x
COC(=O)c1sccc1S(=O)(=O)Nc1ccc(N2CCCCC2)cc1,10.3%,-1.3
CN(C)c1ccc(C(C(=O)NC2CCCC2)N(Cc2cccnc2)C(=O)c2snc(C(N)=O)c2N)cc1 (configuration not stated),i,7.4
Cc1ccc(-c2nnc(C)c(N3CC(C)OC(C)C3)n2)cc1 (configuration not stated),-1.7%,-4.0
COc1cccc(NC(=O)Nc2ccc(C(C)(C)C)cc2)c1,u,x
N#C/C(=C/c1ccc(F)cc1)c1nc(CCN2C(=O)c3ccccc3C2=O)cs1,u,x
COc1ccc(OCCC(=O)NC2=NCCS2)cc1,-17.9%,3.8

# Grouped by structure, the compounds so far containing a nitro group on carbon (4)
SMILES,Lipid storage S3,Lipid storage S3 cell count max
O=C(Nc1cnn(Cc2ccc(Cl)cc2)c1)c1ccc([N+](=O)[O-])cc1,u,x
CN1CCN(c2ccc([N+](=O)[O-])cc2NC(=O)c2ccccc2Cl)CC1,2.6%,-8.3
O=C(/C=C/c1ccc([N+](=O)[O-])cc1)OCc1cnc(-c2ccccc2)o1,u,x
Nc1cc(=O)[nH]c(SCC(=O)Nc2cc([N+](=O)[O-])ccc2Cl)n1,u,x

# Next section.
SMILES,Lipid storage S3,Lipid storage S3 cell count max
Nc1n[nH]c2c1C1(CCCC1)Cc1ccccc1-2,u,x
CC1CCN(c2c([N+](=O)[O-])c(=O)n(-c3ccccc3)c3ccccc23)CC1,u,x
COc1ccc(-n2c(Cn3c(=O)sc4ccccc43)nnc2SCC(=O)N2CCOCC2)cc1,u,x
CCCc1noc2c1/C(=N\O)CCC2,-6.6%,-18.2
Cc1cc(-n2nc(C)cc2C)n2nc(C)c(-c3ccccc3)c2n1,u,x
CCOC(=O)C1CCN(C(=S)Nc2cc(OC)c(OC)cc2C(=O)OC)CC1,i,6.9
O=C(OCC(=O)N(Cc1ccccc1)Cc1ccccc1)c1ccccc1O,-1.6%,-10.6
COc1ccc(NC(=O)C(c2cc3c(cc2[N+](=O)[O-])OCO3)N(C)Cc2ccccc2)cc1 (configuration not stated),u,x
CSc1ccc(/C=C/c2ccc3cccc(O)c3n2)cc1,i,x
CN1CCN(CC#Cc2ccccc2)CC1CCO (configuration not stated),u,x

# Among those listed so far, 2 contain a CF3 group:
SMILES,Lipid storage S3,Lipid storage S3 cell count max
Cc1cccc(C)c1OCC(=O)Nc1ccccc1C(F)(F)F,u,x
O=C(NCc1cccc(C(F)(F)F)c1)c1ccc(=O)[nH]c1,u,x

# Later entries.
SMILES,Lipid storage S3,Lipid storage S3 cell count max
CCn1c(=O)c(C(=O)Nn2c(C)nc3ccccc3c2=O)c(O)c2ccccc21,u,x
CSCC[C@H](NC(=O)Cc1c(C)c2cc3c4c(oc3cc2oc1=O)CCCC4)C(=O)O,u,x
COc1ccc(C=C2C=C(C(C)(C)C)C(=O)C(C(C)(C)C)=C2)cc1OC,u,x
COc1cc(C2CC(=O)c3cnc(N4CCN(Cc5ccccc5)CC4)nc3C2)cc(OC)c1OC (configuration not stated),u,x
COC(=O)c1ccc(CN2CCCCC2)cc1,u,x
CCOC(=O)N1CCC(NC(=O)C2=CCN(S(=O)(=O)c3ccccc3)CC2)CC1,0.5%,x
CC(=O)c1ccc(OCC(O)COc2ccc(C(C)=O)cc2)cc1,u,x
CCCCCCCCC(=O)NC(NC(=S)N1CCOCC1)C(Cl)(Cl)Cl (configuration not stated),u,x
O=C1C2CCCN2C(=O)N1CCN1CCN(CCO)CC1 (configuration not stated),u,x
CN1CCN(S(=O)(=O)c2ccc(N(C)Cc3cccs3)nc2)CC1,u,x
Cc1cc2cccc(C)c2nc1SCC(=O)NC1CCCCC1,u,x
COc1cc(/C=C/[N+](=O)[O-])ccc1OC(=O)/C=C/c1ccc(F)cc1,u,x
CC(C)COCC(CN(Cc1ccccc1)c1ccccc1)N1CCCC1 (configuration not stated),u,x
CC(c1ccc(Br)cc1)N1CC23C=CC(O2)C(C(=O)O)C3C1=O (configuration not stated),u,x
Cc1cc(NC(=O)COC(=O)CSCc2ccc(Cl)c(Cl)c2)no1,u,x
Cc1cc(C)c(S(=O)(=O)c2cccc(Br)c2C)c(Cl)n1,4.4%,5.8
CCOc1ccc2oc(C(=O)N3CCN(c4ccccn4)CC3)c(C)c2c1,-10.4%,11.6
Cc1ccc(NC(=O)CS(=O)Cc2nc(-c3ccc(C)cc3)oc2C)cc1 (configuration not stated),-0.6%[9.22 µM],11.0
COc1cccc(Cn2cnc3c(NS(=O)(=O)c4cc(Cl)ccc4Cl)c(C)c(C)cc32)c1,u,x
NCCN1C(=O)S/C(=C\c2ccc3c(c2)OCO3)C1=O,-0.4%,3.4
O=C(CN1C(=O)c2ccccc2C1=O)Nc1cccc(O)c1,u,x
COc1cccc2c1OC1(C)CC2NC(=O)N1 (configuration not stated),u,x
CCOC(=O)Cc1csc(NC(=O)COc2ccccc2OCC)n1,u,x
